# UBC13 polyUb: inhibitors of human UBC13 polyubiquitin chain formation; hit rate 0.47% among 330,000; P61088; TR-FRET; inhibition, % at 20 µM; AID 485273; in the data active = inhibition above about 45%, passing the limit was not always enough; inconclusive = no clear call, values can overlap the other calls
# Target sequence (P61088 whole entry, looked up): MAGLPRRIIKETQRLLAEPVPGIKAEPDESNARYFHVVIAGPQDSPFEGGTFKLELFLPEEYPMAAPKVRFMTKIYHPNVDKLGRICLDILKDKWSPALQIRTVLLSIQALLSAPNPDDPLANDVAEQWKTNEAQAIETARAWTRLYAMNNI
# SENP8 inh: inhibitors of human SENP8 protease | AID 2540 | hit rate 1.2% among 330,000 | purified SENP8, Z-RLRGG-aminoluciferin cleavage, luminescence | inhibition, % at 10 µM
# Target sequence (Q96LD8 whole entry, looked up): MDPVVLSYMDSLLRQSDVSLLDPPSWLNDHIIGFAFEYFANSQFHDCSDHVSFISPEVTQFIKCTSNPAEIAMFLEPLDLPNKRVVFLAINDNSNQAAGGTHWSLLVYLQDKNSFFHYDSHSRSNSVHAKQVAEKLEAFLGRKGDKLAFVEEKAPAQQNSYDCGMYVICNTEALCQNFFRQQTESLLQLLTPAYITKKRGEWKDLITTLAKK
# Apaf1 inhib: human Apaf-1 inhibition | reconstituted apoptosome caspase-3 activity, DEVD-Rh110 fluorescence | inhibition, % at 20 µM | hit rate 0.71% among 330,000 | O14727 | AID 489030; active = inhibition of at least 40% at 20 µM;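 also: plate controls were DMSO wells for no effect and DEVD-CHO caspase inhibitor wells for full effect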
#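 System – cell-free apoptosome with Apaf-1, procaspase-3 and caspase-9 · Buffer or medium – pH 7.5 Hepes buffer with CHAPS, BSA, DTT · Also added – cytochrome c with DEVD-Rh110 · Times – 30 min compound preincubation, 50 min activation, room temperature · Technique – Rh110 fluorescence intensity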
# Jurkat NFkB inh: inhibitors of the PMA/ionomycin-induced NF-kB reporter in Jurkat cells. hit rate 0.53% among 330,000. PMA/ionomycin-induced NF-kB luciferase reporter, luminescence. inhibition, % at 4 µM
# SENP7 inh: inhibitors of human SENP7 protease; Q9BQF6; AID 434973; recombinant SENP7, Z-RLRGG-aminoluciferin luminescence, 40 min; hit rate 1.5% among 330,000; inhibition, % at 5 µM;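 active = inhibition above about 50% at the single test dose, limit read from the data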;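 also: plate controls were DMSO with enzyme for no effect and no enzyme buffer wells for full effect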
# Target sequence (Q9BQF6 706-1050 limits assumed): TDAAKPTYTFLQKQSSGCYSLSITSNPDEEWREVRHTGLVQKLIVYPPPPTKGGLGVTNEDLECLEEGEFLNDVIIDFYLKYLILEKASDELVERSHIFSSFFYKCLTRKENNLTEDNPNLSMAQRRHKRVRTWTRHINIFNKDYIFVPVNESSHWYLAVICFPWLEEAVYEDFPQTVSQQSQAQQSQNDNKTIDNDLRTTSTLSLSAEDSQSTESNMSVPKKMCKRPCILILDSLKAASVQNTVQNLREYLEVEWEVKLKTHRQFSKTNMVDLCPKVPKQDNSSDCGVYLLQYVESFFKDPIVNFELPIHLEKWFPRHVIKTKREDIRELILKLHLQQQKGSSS
# 697 NFkB inh: lowers PMA/ionomycin-induced NF-kB signal in 697 B cells. 697 B-cell NF-kB luciferase reporter, 16 h. inhibition, % at 4 µM. hit rate 0.33% among 330,000; in the data active = inhibition above about 35%
# Gli-Sufu antag: antagonists of Gli-Sufu signaling; Sufu-KO-LIGHT fibroblasts, Gli luciferase reporter luminescence; inhibition, % at 5 µM; hit rate 0.74% among 340,000;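 active = inhibition above about 55%, limit read from the data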;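 also: 0% = DMSO-treated cells and 100% = wells with medium but no cells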
# HKDC1 inhibitor: HKDC1 (human) hexokinase inhibition. recombinant HKDC1, G6PDH/diaphorase resazurin coupled fluorescence. Q2TB90. hit rate 0.16% among 340,000. AID 493160. inhibition, % at 20 µM;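 active = inhibition above about 35% when tested at 20 µM, limit read from the data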;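 also: plate controls were DMSO wells with enzyme for no effect and DMSO wells lacking enzyme for full effect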
#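 Test system: Recombinant HKDC1 (HK5) hexokinase enzyme, produced in-house | Input: HKDC1 at 5 µg/mL | Buffer or medium: Tris pH 8.0 buffer with MgCl2, Tween-20, BSA, BME | Schedule: 90 min reaction incubation at room temperature, dark | Technique: Resazurin-to-resorufin fluorescence via G6PDH and diaphorase coupling, 525/613 nm | Controls: DMSO wells with and without enzyme mix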
# The depositor's hits bear a star; ? = inconclusive; / = no result given. Rule as the data show it, unless noted: active = inhibition above about 50%; inactive = the rest.
# Screens in order: UBC13 polyUb, SENP8 inh, Apaf1 inhib, Jurkat NFkB inh, SENP7 inh, 697 NFkB inh, Gli-Sufu antag, HKDC1 inhibitor
> O=C(Nc1ccc(NC(=O)C2CCCCC2)nc1)c1ccccn1
    -5.1, -5.4, 16.4, -63.0, 19.8, -2.9, -42.0, -10.3
> Cc1ccccc1N(C(=O)c1csnn1)C(C(=O)NC(C)(C)C)c1cccs1 (stereo not given)
    2.1, -3.4, -4.0, 0.0, -2.3, 20.1, 4.6, -5.7
> CC(C)c1ccccc1NC(=O)Nc1ccc(F)cc1F
    9.7, 2.5, -23.5, 10.8, -2.3, 2.5, -2.0, -1.3
> Cc1cccc(OCCCc2c(C)n[nH]c2C)c1
    13.9, -6.7, -25.3, 5.4, -1.3, 7.4, 3.5, -6.6
> C=CCSc1nnc(NC(=O)c2ccc(N3CCCC3=O)cc2)s1
    -9.6, -11.3, 7.7, -13.1, -8.2, -35.5, -21.8, 3.0
> Cc1ccc(OCCNC(=O)c2ccc3c(c2)OCO3)cc1
    10.2, -2.0, -15.3, -21.9, -12.2, -11.8, -18.6, 5.8
> COc1ccc(CCNC(=O)CSc2ccccc2)cc1OC
    6.9, -5.6, -0.3, 1.8, 4.5, -10.0, -11.1, -10.7
> COC(=O)c1ccccc1NC(=O)CSCC(=O)Nc1ccc(F)cc1
    5.9, -0.2, -6.0, 12.4, 4.6, 24.9, -0.3, -5.0
> Cc1ccc(-c2nnc(CSc3nc(C(C)C)nc4sc(C)c(C)c34)o2)cc1
    0.6, 2.2, 17.0, -5.7, 5.1, 11.2, -4.3, 9.7
> CC1CCC2(CC1)SCC(=O)N2c1ccccc1 (stereo not given)
    7.7, -3.6, -5.0, -1.4, 5.0, 6.3, 2.8, -0.6
> O=C(CCc1ccccc1)NNC(=O)Nc1ccc(F)c(Cl)c1
    3.0, 7.6, 3.4, 20.6, 0.6, -1.2, 5.3, -7.3
> CCc1c(O)nc2ccccn2c1=O
    -9.4, -2.6, -8.7, 3.9, 3.0, 23.6, -5.8, -3.5
> Cc1ccc(S(=O)(=O)CCC(=O)OCc2nnc(-c3ccccc3)o2)cc1
    -0.1, -0.3, 2.0, -3.4, -4.2, 2.9, -1.9, -4.7
> CCOc1ccc(S(=O)(=O)NCCCl)cc1
    1.9, 7.6, -3.6, 3.5, 0.0, 10.1, 2.2, 3.7
> COCCCNC(=O)C[C@H]1C[C@H](C(=O)N2CCOCC2)[C@@]2(CCC3CCCC3)c3[nH]c4ccc(Cl)cc4c3CCN2C1=O
    /, /, 21.4, /, 6.3, 12.5, 0.2, 0.1
> O=C(CSc1nnc(Cc2ccccc2)n1-c1cccc(Cl)c1)N1CCOCC1
    2.5, 4.3, -0.9, -8.0, 3.0, 2.7, -0.2, -2.5
> COc1ccc(C(=O)NCC(=O)OCC(=O)N2CCC(C)CC2)cc1OC
    -5.4, -9.7, 9.2, -5.2, -2.3, -1.7, 0.3, -2.9
> COc1ccc(CC(=O)N2CCN=C2SCc2ccc([N+](=O)[O-])cc2)cc1
    5.9, 5.1, -6.9, 14.7, 4.2, 4.0, 0.9, 1.4
> CC(=O)Nc1ccccc1-c1nc2ccc(C(=O)N3CCN(c4ccccc4)CC3)cc2[nH]c1=O
    -3.5, 6.5, 3.8, 4.7, -4.6, 0.8, 5.3, -4.0
> CCOC(=O)C1CCN(Cc2ccc(-c3ccccc3)cc2)CC1
    0.1, 1.2, 1.9, -13.6, 13.4, -4.8, 4.3, -4.5
> Cc1cc(=O)n2[nH]c(C)cc2n1
    2.3, -9.3, 8.5, 1.6, -9.4, -9.0, -7.2, -4.1
> COc1ccc(C2=NO[C@@H]3C(=O)N(c4cccc(C)c4C)C(=O)[C@H]23)cc1OC
    -0.6, 0.9, 2.8, 3.7, -4.7, -9.0, -0.8, 17.5
> COc1ccccc1/C=C/[C@@H]1C[C@H]2CN(Cc3cccc(Cl)c3)C(=O)[C@]23CCCN13
    -14.7, -12.2, 27.2, -4.6, -6.5, -9.5, 30.9, -14.0
> O=C(CCC(=O)N1CCCC1)Nc1ccc([N+](=O)[O-])cc1
    -10.6, -1.7, 4.1, 16.3, -3.7, 0.7, -21.3, -3.3
> CCc1nn(CC(=O)N2CCN(c3ccc(OC)cc3)CC2)c(=O)c2cc3occc3n12
    2.4, -12.6, -5.2, -10.8, 7.9, -4.0, -8.5, -4.9
> CCOC(=O)C1=NN(c2ccc(OC)cc2)C(c2ccccc2)CC1=O (stereo not given)
    -11.4, -8.8, 5.0, -9.5, -7.2, 5.2, 0.0, -2.7
> COc1ccc(C(=O)O)cc1S(=O)(=O)N1CCSCC1
    -2.3, -6.2, -1.3, -6.4, -2.4, -3.7, 3.8, -3.4
> COc1ccc(C(=O)N=c2sc3c(C)ccc(OC)c3n2C)cc1
    ?, 89.8*, 9.5, -29.7, 99.0*, -298.7, -106.6, -2.8
> COc1ccc(C(=O)N2CCN(c3ccc(NC(=O)Cc4ccccc4)cc3)CC2)cc1
    -7.3, -2.2, 11.3, -0.9, 11.3, 2.9, -12.8, -0.2
> CC/C(=N/Nc1ccccc1)c1cnnc(-c2ccccc2)n1
    -11.0, 5.3, 13.9, -18.8, 9.9, -27.3, 17.4, -2.2
> Cn1c(=O)cc(SCC(=O)N2CCN(C(=O)c3ccco3)CC2)c2ccccc21
    3.7, -3.3, -1.3, -7.7, -4.8, -1.6, 26.6, -3.6
> COc1ccc(NC(=O)/C=C/c2ccc(C)o2)cc1S(=O)(=O)N1CCOCC1
    -13.8, -8.4, 9.5, 9.8, -2.5, -14.8, -4.1, -6.2
> COC(=O)c1ccc(NC(=O)c2ccccc2)o1
    -4.4, -12.8, 1.3, -4.3, 5.2, -11.6, -0.7, 4.0
> Cc1cccnc1NC(=O)c1ccc(NS(=O)(=O)c2ccc3[nH]c(=O)[nH]c3c2)cc1
    0.1, -9.3, 0.0, 7.6, 7.9, -0.7, -2.4, 9.8
> O=C1Cc2ccccc2C(c2ccc(Cl)cc2Cl)N1 (stereo not given)
    -0.8, -0.6, -0.7, -3.3, 6.3, 6.6, 7.9, 4.0
> CC(C)c1ccc(NC(=O)c2ccc(NC3=NC4CS(=O)(=O)CC4S3)cc2)cc1 (stereo not given)
    9.7, 6.8, 4.1, -14.0, 1.5, -9.6, 8.2, 6.5
> CCn1cc(C(=O)N2CCN(c3ccc([N+](=O)[O-])cc3)CC2)c(=O)c2ccc(C)nc21
    -12.3, 6.9, 1.8, 28.9, -1.7, 13.4, -2.0, -3.4
> COC(=O)Nc1nc(-c2ccccc2)c(C(=O)c2ccc(Cl)cc2)s1
    0.8, -3.3, 7.6, 30.2, 7.0, 4.6, -4.9, -7.7
> O=C(c1c(F)cccc1F)N1CCCC(c2nc(-c3ccc(Cl)cc3)no2)C1 (stereo not given)
    -2.2, -0.8, 22.3, -21.7, -2.7, -55.3, -11.4, 6.5
> COC(=O)C1=C(N)Oc2cc(C)n(CCc3ccccc3)c(=O)c2C1c1cccnc1 (stereo not given)
    0.4, -2.3, 7.5, 9.1, 1.9, 6.9, 13.4, -2.5
> O=C(CSc1nc2ccccc2n1CC(=O)NCc1ccccc1)NCc1ccco1
    2.8, -2.2, -14.9, 15.7, -4.8, 13.0, 3.2, -5.0
> COc1cccc(-c2cc(C(=O)N/N=C/c3ccc(OC)c(COC(C)=O)c3)c3ccccc3n2)c1
    -16.8, 1.5, 21.6, -21.8, -2.4, -3.8, -0.1, -2.2
> COc1ccc(C2SCC(=O)N2C)cc1 (stereo not given)
    0.8, -8.0, -10.7, 16.7, -2.9, 18.2, 3.1, -9.8
> CCCc1c(C(=O)Nc2ccc(OC)cc2)cnn1-c1ccccc1
    3.6, 1.4, 0.9, -32.4, 7.7, -23.8, 4.8, 0.3
> COC(=O)c1ccccc1OCCCCN1CC(C)OC(C)C1 (stereo not given)
    9.3, 0.0, 0.0, 7.1, -5.7, 15.4, 14.1, 8.5

# Ordered by length of the SMILES (lowest first): 3 of the compounds above
# Screens in order: UBC13 polyUb, SENP8 inh, Apaf1 inhib, Jurkat NFkB inh, SENP7 inh, 697 NFkB inh, Gli-Sufu antag, HKDC1 inhibitor
> COC(=O)c1ccccc1OCCCCN1CC(C)OC(C)C1 (stereo not given)
    9.3, 0.0, 0.0, 7.1, -5.7, 15.4, 14.1, 8.5
> COC(=O)C1=C(N)Oc2cc(C)n(CCc3ccccc3)c(=O)c2C1c1cccnc1 (stereo not given)
    0.4, -2.3, 7.5, 9.1, 1.9, 6.9, 13.4, -2.5
> CCn1cc(C(=O)N2CCN(c3ccc([N+](=O)[O-])cc3)CC2)c(=O)c2ccc(C)nc21
    -12.3, 6.9, 1.8, 28.9, -1.7, 13.4, -2.0, -3.4

# Other records follow.
# Screens in order: UBC13 polyUb, SENP8 inh, Apaf1 inhib, Jurkat NFkB inh, SENP7 inh, 697 NFkB inh, Gli-Sufu antag, HKDC1 inhibitor
> Cc1cc(C)n(-c2ccc(C(=O)NC3=NCCS3)cc2)n1
    -2.9, -19.4, -4.7, -63.8, -8.8, -64.5, -53.9, -4.7
> CCN(CC)CCn1c(=S)[nH]c2ccc(Br)cc2c1=O
    16.2, 1.7, -19.3, 7.9, 3.6, 5.8, 23.7, -7.0
> NC(=O)CC(NC(=O)c1ccc(Br)cc1)c1ccc(NC2CCCCCCC2)c([N+](=O)[O-])c1 (stereo not given)
    -108.1, -6.1, 21.0, 14.1, 6.7, -11.2, 31.9, -0.8
> CC(=O)Nc1nc2ccccc2n1Cc1ccc(Cl)cc1
    28.9, -1.6, -12.3, 20.9, 4.2, 0.7, 0.2, -5.8
> Cc1nn(CCc2nn[nH]n2)c2nc(-c3ccc(Br)cc3)cc(C(F)(F)F)c12
    -14.9, -13.1, 19.1, -4.6, -8.5, -23.9, 8.8, 4.5
> COc1ccc(CC(=O)Nc2cccnc2)cc1
    -0.1, -4.0, 0.1, 1.7, 1.7, 6.5, 20.6, -4.7
> O=C(NC12CC3CC(CC(C3)C1)C2)c1ccc([N+](=O)[O-])o1
    -0.8, 6.2, -11.0, 13.5, 9.6, 11.4, -13.7, 0.3
> O=C(CCc1ccccc1)Nc1ccc(S(=O)(=O)N2CCCC2)cc1
    -3.8, -6.6, 15.5, -4.8, -6.6, -1.1, -1.6, -1.3
> COc1ccc(N2CCN(C(=O)c3cccc(NC(=O)c4ccco4)c3)CC2)cc1
    1.1, 1.8, -7.1, 15.5, -7.2, -2.8, 0.8, -6.7
> COc1ccc(N(CC(=O)Nc2ccc3c(c2)OCCO3)S(C)(=O)=O)c(OC)c1
    1.4, 6.1, -0.9, 9.0, 3.5, -0.8, 2.5, 3.1
> CCN1CCN(CC(=O)n2c3c(c4ccccc42)CC(C)CC3)CC1 (stereo not given)
    13.2, -0.1, 6.5, -1.3, -4.0, -11.4, 10.5, -7.0
> O=c1c(Cc2ccc(Cl)cc2)c(O)ccn1Cc1cccc(Cl)c1
    -3.5, -3.6, 2.2, -9.3, 11.0, -10.0, 4.4, 4.1
> CCOc1ccc(CN2CCNC(=O)C2CC(=O)NCCN2CCOC2=O)cc1 (stereo not given)
    -2.1, -11.2, -5.5, -6.0, -15.1, -0.2, -0.6, -4.6
> CC1CCN(C(=O)CCc2nnc3ccc(NCCCN4CCCC4=O)nn23)CC1
    -0.8, 8.3, 3.9, 3.5, 6.9, -2.0, -7.0, -4.8
> COc1ccc(C(=O)OCC(=O)NC(Cc2ccccc2)C(C)=O)cc1S(=O)(=O)N1CCCC1 (stereo not given)
    0.0, -7.4, 4.7, 7.4, -2.2, 15.3, -10.4, 1.3
> CC(=O)c1sc(NC(=O)C2CCN(C(=O)c3ccccc3C)CC2)nc1-c1ccccc1
    14.4, -0.6, 14.1, 4.1, -4.9, -11.6, 2.6, 0.4
> COc1ccc(S(=O)(=O)Cc2ccc(C(=O)N3CCN(c4ccccc4)CC3)o2)cc1
    0.1, 4.6, -0.7, 4.2, -1.6, 3.1, -9.4, -1.0
> CCOC(=O)C1=C(C)NC2=C(C(=O)CC(C)(C)C2)C1c1ccc(O)c(OCC)c1 (stereo not given)
    -5.8, -10.6, -6.4, 6.7, -2.3, 22.5, 6.2, 2.7
